From PubChem BioAssay
Salmonella PhoP GFP = PhoP regulon inhibitors, Salmonella typhi PhoP promoter GFP reporter, confirmatory (AID 1850) | hit rate 0.33% among 310,000 | inhibition, % at 50 µM, or IC50 in µM where a hit was titrated | Salmonella Typhi PhoP-promoter GFP reporter, fluorescence, 4 h; higher % means a stronger effect; in the data active means a potency from the dose series; inconclusive means inhibition mostly from about 25% at the one dose, without a potency; inactive means the rest, 99 in 100 with inhibition below about 19%;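 further: 0% = induced wells with vehicle and 100% = uninduced wells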
inhibitors of VEEV = inhibitors of VEEV TC-83 cytopathic effect, confirmation, Vero cells (AID 588727); one-dose inhibition, % at 20 µM; IC50 in µM for titrated hits; hit rate 0.13% among 350,000; Vero cells, VEEV TC-83 cytopathic effect inhibition; higher % means a stronger effect; in the data active means a potency from the dose series; inconclusive means inhibition mostly from about 14% at the one dose, without a potency; inactive means the rest, 99 in 100 with inhibition below about 12%; further: strong numbers were not always called active
M. tuberculosis HTS = M. tuberculosis growth inhibition, HTS (AID 449762); M. tuberculosis H37Rv growth inhibition, 7H9 media; higher % means a stronger effect; inhibition, % at 25 µM; hits with a dose series show IC50 in µM; hit rate 0.59% among 330,000; in the data active means a potency from the dose series; inconclusive means inhibition above about 70% without an active follow-up result;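 further: bacterial growth assessed after seven days of incubation; strong numbers were not always called active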
H1N1 NS1A inhibition = H1N1 influenza NS1A inhibitors, functional cell based assay (AID 504329) | NS1A functional cell-based assay, percent inhibition; higher % means a stronger effect | inhibition, % at 12.5 µM, or IC50 in µM where a hit was titrated | hit rate 0.3% among 340,000; in the data active means a potency from the dose series; inconclusive means inhibition above about 27% without an active follow-up result; further: strong numbers were not always called active
tuberculosis growth = growth inhibition of non-replicating M. tuberculosis (AID 488890). inhibition, % at 25 µM; hits with a dose series show IC50 in µM. Mycobacterium tuberculosis non-replicating, growth inhibition; higher % means a stronger effect. hit rate 0.39% among 320,000; in the data active means a potency from the dose series; inconclusive means inhibition mostly from about 82% at the one dose, without a potency; inactive means the rest, 99 in 100 with inhibition below about 76%;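 further: plate controls were DMSO cells for no effect and high antibiotic wells for full effect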
inhibitors of VEEV 10K pilot screen = further read-out of inhibitors of VEEV, marked with its call; inhibition, %; measured here: 10K pilot screen inhibition
* hit, by the source's call; i = inactive; u = inconclusive; x = not tested or not shown.

SMILES	Salmonella PhoP GFP	inhibitors of VEEV	M. tuberculosis HTS	H1N1 NS1A inhibition	tuberculosis growth	others
Cc1ccc2nc(NC(=S)NC(=O)c3ccc(OC(C)C)cc3)sc2c1	0.5%	1.1%	2.2%	7.8%	28.4%
CCN(CC)S(=O)(=O)c1ccc(Cc2ncc(C(F)(F)F)cc2Cl)s1	6.2%	3.8%	1.7%	-3.3%	20.1%
O=C(Nc1cccc([N+](=O)[O-])c1)C1C2/C=C\CCCCC21 (stereo not drawn)	-24.4%	2.9%	6.0%	-8.9%	-21.4%
Cc1ccc(-n2c(C)nn(-c3ncc(C(F)(F)F)cc3Cl)c2=O)cc1	-19.4%	1.5%	-4.3%	-0.3%	-18.1%
Nc1nc2n(n1)C(c1ccc(F)cc1)CC(c1ccc(F)cc1)N2 (stereo not drawn)	-6.0%	i	-3.8%	-3.6%	2.1%
O=C(Oc1ccccc1N1C(=O)CCC1=O)c1ccco1	-0.3%	1.0%	-1.3%	-4.5%	-6.4%
O=C(O)CCCNc1cc(N2CCC3(CC2)OCCO3)c2noc3c2c1C(=O)c1ccccc1-3	15.4%	x	53.8%	x	-14.9%
Cc1cc(C)c(NC(=O)NC(=O)c2ccc(F)cc2)c(C)n1	0.7%	1.9%	-9.4%	13.4%	-9.8%
O=C(c1sccc1Br)N1CCN(Cc2ccc3c(c2)OCO3)CC1	1.6%	0.2%	-1.0%	0.0%	-2.8%
Cc1ccc(C)c(N2CCN(C(=O)c3cc(S(=O)(=O)N4CCOCC4)ccc3F)CC2)c1	-4.3%	7.8%	-4.4%	-2.9%	-16.1%
COc1ccc(-c2c(C)nn(-c3ccccc3)c2NC(C)=O)cc1OC	-3.2%	0.3%	-2.3%	-7.8%	-11.4%
COc1cc(/C=N/NC(=O)c2c(C)nnn2-c2nonc2N)ccc1O	-4.8%	0.6%	8.0%	0.1%	23.1%	inhibitors of VEEV 10K pilot screen=0.2

The last 2 compounds of the section before come first, to join the parts:
SMILES	Salmonella PhoP GFP	inhibitors of VEEV	M. tuberculosis HTS	H1N1 NS1A inhibition	tuberculosis growth	others
COc1ccc(-c2c(C)nn(-c3ccccc3)c2NC(C)=O)cc1OC	-3.2%	0.3%	-2.3%	-7.8%	-11.4%
COc1cc(/C=N/NC(=O)c2c(C)nnn2-c2nonc2N)ccc1O	-4.8%	0.6%	8.0%	0.1%	23.1%	inhibitors of VEEV 10K pilot screen=0.2
COc1ccc(NC(=O)Nc2cccc3c2O[C@H](CN(C)C(=O)Nc2ccc4c(c2)OCO4)[C@@H](C)CN([C@H](C)CO)C3=O)cc1	x	6.6%	-3.6%	6.5%	-8.9%
CC(C)(C)n1nc(-c2ccc(F)cc2)c2c(N)ncnc21	4.7%	9.0%	-6.0%	-1.3%	32.8%
CC(=O)c1ccc(NC(=O)CSc2nnc(C3CC3)n2C)cc1	10.2%	0.9%	-1.0%	12.4%	2.5%
CC(C)c1ccccc1OCCCCN1CCCCC1	7.8%	0.4%	2.5%	-3.9%	9.6%
COC(=O)C1CCN(C(=O)Cc2ccc(C)cc2)CC1	7.2%	i	-4.3%	37.9%	6.2%	inhibitors of VEEV 10K pilot screen=1.3
O=C(CSc1ccc(-c2cccs2)nn1)c1cccs1	9.4%	1.6%	-0.9%	-4.3%	30.2%
O=C(O)c1ccc(N2N=C(c3ccccc3)CC2c2ccccc2)cc1 (stereo not drawn)	-5.1%	0.3%	17.5%	-22.9%	29.1%
CC(NC(=O)CSC(=S)N1CCCC1)c1ccc(S(N)(=O)=O)cc1 (stereo not drawn)	11.8%	4.2%	-7.2%	-2.5%	-7.3%
COc1ccc2oc(-c3ccccc3[N+](=O)[O-])cc(=O)c2c1	-0.7%	i	-6.6%	1.5%	-3.5%
CCOC(=O)/C(=C\c1ccccc1)C(=O)c1cc(C(C)=O)c(Nc2ccccc2)s1	-10.4%	>25µM*	-7.6%	0.3%	37.4%
CCO[C@@H]1OC(C(N)=O)=C[C@H](c2ccccc2)[C@H]1CCCO	-0.3%	0.1%	-0.3%	9.7%	-2.1%
CCCC(=O)CN1C(=O)C2(OCCO2)c2ccccc21	-9.1%	2.4%	-1.8%	-1.1%	3.4%	inhibitors of VEEV 10K pilot screen=1.6

Reprinted at random: 4 compounds from above.
SMILES	Salmonella PhoP GFP	inhibitors of VEEV	M. tuberculosis HTS	H1N1 NS1A inhibition	tuberculosis growth	others
COc1ccc(NC(=O)Nc2cccc3c2O[C@H](CN(C)C(=O)Nc2ccc4c(c2)OCO4)[C@@H](C)CN([C@H](C)CO)C3=O)cc1	x	6.6%	-3.6%	6.5%	-8.9%
CCCC(=O)CN1C(=O)C2(OCCO2)c2ccccc21	-9.1%	2.4%	-1.8%	-1.1%	3.4%	inhibitors of VEEV 10K pilot screen=1.6
CCOC(=O)/C(=C\c1ccccc1)C(=O)c1cc(C(C)=O)c(Nc2ccccc2)s1	-10.4%	>25µM*	-7.6%	0.3%	37.4%
O=C(CSc1ccc(-c2cccs2)nn1)c1cccs1	9.4%	1.6%	-0.9%	-4.3%	30.2%

The listing continues:
SMILES	Salmonella PhoP GFP	inhibitors of VEEV	M. tuberculosis HTS	H1N1 NS1A inhibition	tuberculosis growth	others
Cc1ccccc1NC(=S)NC1CC2CCC(C1)N2Cc1ccco1 (stereo not drawn)	0.5%	i	0.4%	7.3%	18.9%
O=C(NCC(c1ccco1)N1CCOCC1)C1CCCCC1 (stereo not drawn)	11.3%	0.2%	1.9%	-6.2%	-8.3%
COc1ccc(OC)c(NC(=O)CCC(=O)Oc2ccc(C)cc2)c1	-2.2%	1.1%	1.7%	-8.8%	-8.1%
CC(C)CCNC(=S)Nc1ccccc1F	-1.8%	i	12.4%	-3.6%	u
COc1ccc([N+](=O)[O-])cc1NC(=O)c1cncc(Br)c1	4.7%	i	17.2%	-11.6%	x
COc1cc(Cl)c(CNC[C@H]2O[C@@H](n3cnc(C(N)=O)n3)[C@H](O)[C@@H]2O)c(Cl)c1O	x	i	x	-7.9%	x
Cc1cccc(CCN(Cc2cc3cccc(C)c3[nH]c2=O)C(=O)N2CCOCC2)c1	-0.1%	6.5%	-6.8%	3.0%	24.1%	inhibitors of VEEV 10K pilot screen=7.1
c1ccc(CNc2cnccn2)cc1	1.9%	i	1.8%	-1.9%	6.7%
CC(=O)Nc1ccc(S(=O)(=O)NCCC(=O)NCCOc2ccccc2)cc1	x	1.8%	0.2%	-11.8%	15.0%
COc1cccc(C2C3=C(CCCC3=O)Nc3[nH]n(-c4ccccc4)c(=O)c32)c1 (stereo not drawn)	1.6%	0.6%	-0.3%	-8.9%	-20.9%
CC(=O)Nc1cc(C)nn1-c1nc2ccccc2s1	8.6%	i	31.9%	3.5%	18.2%
Cc1ccccc1CN(C)C1CCN(C)CC1	-0.8%	i	-11.1%	17.4%	12.7%

Grouped by structure: those above containing a nitro group on carbon.
SMILES	Salmonella PhoP GFP	inhibitors of VEEV	M. tuberculosis HTS	H1N1 NS1A inhibition	tuberculosis growth	others
O=C(Nc1cccc([N+](=O)[O-])c1)C1C2/C=C\CCCCC21 (stereo not drawn)	-24.4%	2.9%	6.0%	-8.9%	-21.4%
COc1ccc2oc(-c3ccccc3[N+](=O)[O-])cc(=O)c2c1	-0.7%	i	-6.6%	1.5%	-3.5%
COc1ccc([N+](=O)[O-])cc1NC(=O)c1cncc(Br)c1	4.7%	i	17.2%	-11.6%	x

Arranged by length of the SMILES (lowest first): part of the list above
SMILES	Salmonella PhoP GFP	inhibitors of VEEV	M. tuberculosis HTS	H1N1 NS1A inhibition	tuberculosis growth	others
CC(=O)Nc1cc(C)nn1-c1nc2ccccc2s1	8.6%	i	31.9%	3.5%	18.2%
Cc1ccccc1NC(=S)NC1CC2CCC(C1)N2Cc1ccco1 (stereo not drawn)	0.5%	i	0.4%	7.3%	18.9%
CC(=O)Nc1ccc(S(=O)(=O)NCCC(=O)NCCOc2ccccc2)cc1	x	1.8%	0.2%	-11.8%	15.0%

Continued.
SMILES	Salmonella PhoP GFP	inhibitors of VEEV	M. tuberculosis HTS	H1N1 NS1A inhibition	tuberculosis growth	others
CCN(CC)C(=O)Cn1cc(SCC(=O)NC2CCCC2)c2ccccc21	6.8%	0.4%	-5.8%	2.0%	14.7%
CCS(=O)(=O)n1nc(-c2ccccc2)nc1SCc1ccccc1	3.4%	0.6%	-0.6%	0.4%	21.1%
COc1cc(C(=O)NNC(=O)c2cccc(Cl)c2)ccc1OCC(=O)N1CCOCC1	x	7.9%	12.3%	1.2%	17.6%
CC(C)n1c(N2CCN(C(=O)Nc3ccc(Cl)cc3)CC2)nc2ccccc21	-10.7%	3.6%	10.2%	0.8%	23.4%
CC1(C)Cc2c(sc3nn[nH]c(=O)c23)CO1	10.2%	0.6%	3.5%	-5.5%	14.2%
O=C(c1ccco1)N1CCN(c2ncnc3c2[nH]c2ccc(Br)cc23)CC1	x	12.1%	x	-1.8%	x
Cc1cc2cc(NC(=O)c3ccco3)ccc2[nH]1	-13.7%	1.2%	-5.2%	-7.1%	17.7%
CC(=O)OC1C(=O)OCC23CCC4(C)OC4C2OC2CC(OC(=O)C=CC=CC(=O)OCCC1C)C3(C)C21CO1 (stereo not drawn)	x	2.1%	x	8.5%	x
O=C1NC(=O)N(c2ccc3c(c2)OCO3)C(=O)/C1=C\c1ccc(-c2ccccc2C(=O)O)o1	-16.2%	1.4%	0.4%	-9.9%	-8.1%
COc1ccc(N(C(=O)c2cnsn2)C(C(=O)NC2CCCCC2)c2ccncc2)cc1 (stereo not drawn)	2.5%	i	8.6%	4.1%	13.5%
CC(C)Oc1ccc(CNC(=O)C2CCN(C(=O)N3CCOc4ccccc43)CC2)cc1	-4.7%	5.2%	-3.7%	27.8%	23.4%
Cc1cc(SCNC(=O)c2ccccc2)nc(C(C)C)n1	-6.9%	1.7%	-4.5%	-6.7%	u
CCCN(C(=O)c1ccc(N2CCCC2=O)cc1)c1c(N)n(Cc2ccccc2)c(=O)[nH]c1=O	7.8%	1.2%	-2.5%	0.6%	8.1%
O=[N+]([O-])c1ccc(N2CCN(S(=O)(=O)c3ccc4ccccc4c3)CC2)cc1NCC1CCCO1 (stereo not drawn)	-5.5%	0.4%	-4.1%	-5.3%	-6.0%
CCOc1ccc2nc(NC(=O)CSCC(=O)Nc3cc(C)on3)sc2c1	-0.6%	0.3%	-6.9%	-1.9%	-0.6%
CCN(CC)S(=O)(=O)c1ccc(C(=O)NCc2n[nH]c(=S)n2Cc2ccccc2)cc1	-7.9%	2.3%	-5.0%	-9.9%	-5.6%
CCOC(=O)c1c(N)sc(C(O)(C(F)(F)F)C(F)(F)F)c1-c1ccc(OC)cc1OC	9.4%	5.2%	-6.3%	-3.8%	-0.6%
CSCC[C@H](NC(=O)[C@H]1N2C(=O)c3ccccc3C2SC1(C)C)C(=O)NCc1ccncc1 (stereo partly drawn)	-5.1%	2.9%	3.2%	2.3%	-0.4%
c1ccc(-c2nc3nc4ccccc4nc3n2Cc2ccco2)cc1	-1.1%	9.2%	1.1%	-2.6%	57.6%
CCN(CC)S(=O)(=O)c1ccc(NC(=O)COC(=O)c2ccc(Br)o2)cc1	0.6%	i	-3.5%	23.0%	31.0%
N#Cc1cc2c(nc1SC1CCCCC1O)CCCC2 (stereo not drawn)	-13.7%	3.4%	-7.0%	-4.2%	-4.6%
O=C(Nc1ccc(NC(=O)c2ccc(Cl)c(S(=O)(=O)N3CCOCC3)c2)cc1)c1ccccc1	-2.3%	i	-2.6%	-8.0%	-6.1%
COc1ccc(/C=C/C(=O)NC2CCN(Cc3ccccc3)CC2)cc1OC	9.2%	i	4.3%	14.2%	-17.2%
O=C(CCC(=O)c1ccc(Oc2ccccc2)cc1)Nc1cccc(Cl)c1Cl	-6.3%	1.2%	12.7%	-1.7%	15.0%
Cc1cc(C)cc(NC(=O)c2nccnc2C(=O)O)c1	-9.0%	0.7%	-9.3%	7.8%	-16.9%
CCOc1ccc(C(CC(=O)O)n2cnnn2)cc1 (stereo not drawn)	1.8%	1.2%	-5.3%	5.0%	4.4%
Cc1cccc(C(=O)NC(Oc2ccccc2)C(Cl)(Cl)Cl)c1 (stereo not drawn)	-3.0%	0.1%	41.5%	-155.2%	4.9%
Cc1cc2oc(=O)cc(C)c2c(=O)o1	0.9%	1.5%	1.9%	3.6%	-4.4%
CN(C)CCOc1nc(-c2ccccc2)nc2c1oc1ccccc12	9.1%	i	11.8µM*	17.1%	i
FC(F)C(F)(F)C1=CC(c2cccs2)=NCCN1	-8.9%	3.0%	-6.0%	-2.7%	3.6%
O=C1CCC(=O)N1c1ccc(CSc2nc3ccccc3[nH]2)cc1	-10.6%	5.0%	-2.8%	-4.9%	10.2%
COc1cc(/C=C2/SC(=O)N(CC(=O)N3CCCC3)C2=O)ccc1Oc1ccc([N+](=O)[O-])cn1	-10.5%	5.1%	3.0%	22.7%	25.8%
